Source: PubChem
cardiac RTF act: cardiac RTF calcium sensitivity activators, primary screen, biochemical, IANBD-TnC fluorescence, EC20 calcium; Troponin I, cardiac muscle (Homo sapiens) + Troponin T, cardiac muscle (Homo sapiens) + …; IANBD-labeled TnC RTF fluorescence at EC20 calcium; 0% EC20 calcium, 100% full calcium; activation, % at 7.2 µM; 340,000 tested, 0.24% active;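 active = activation above the mean over all tested compounds plus 3 SD, cut at about 30% in these data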;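 note: rise in fluorescence read as greater calcium sensitivity of cardiac thin filaments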
Wnt act: Wnt/beta-catenin pathway activators, primary screen, cell-based, plate reader, single point | Wnt/beta-catenin reporter cell assay, activator | activation, % at 9.35 µM | 300,000 tested, 1.2% active | AID 743398, 2014; in the data active = activation above about 30%, passing the limit was not always enough;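 note: 0% = neutral control wells and 100% = positive control wells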
SR-BI DiI-HDL act: activators of SR-BI mediated DiI-HDL uptake, primary screen, ldlA[mSR-BI] CHO cells, DiI fluorescence; 3 h; 100 = double the neutral-control signal; 320,000 tested, 0.096% active; activation, % at 12.5 µM; AID 504775, 2011;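 active = mean replicate activation of at least 60% and every replicate at or above 60%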;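 note: 0% = median plate neutral-control signal and 100% = twice that signal; values of inactives mirror those of a sister screen read the other way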
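Assay system: LDL receptor-deficient CHO ldlA cells overexpressing murine SR-BI / Medium: BSA-supplemented, HEPES-buffered Ham's F12, pH 7.4 / Probe or stimulus: DiI-labelled HDL at 10 µg/mL final / Timing: compound with DiI-HDL co-incubation, 3 h at 37 °C / Technique: bottom-read cell fluorescence after medium removal, ex 550/em 595 nm / Measure: HDL uptake via cellular fluorescence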
dFosB act: activators of delta FosB homodimer, primary screen, biochemical, fluorescence polarization, TAMRA-CDK5 oligo, single point | purified delta FosB; percent of positive-control signal above neutral wells | AID 493131, 2011 | activation, % at 25 µM | 340,000 tested, 0.99% active | Protein FosB (Mus musculus), P13346;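 active = mean activation above about 17%, with every replicate also reaching it, limit read from the data, passing the limit was not always enough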;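 note: fluorescence polarization rise as delta FosB binds a TAMRA Cdk5 AP-1 oligo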
CDK5 p35 inh: inhibitors of human CDK5/p35 kinase, primary screen, biochemical, single concentration | inhibition, % at 10 µM | Cyclin-dependent kinase 5 (Homo sapiens) + Cyclin-dependent kinase 5 activator 1 (Homo … | 330,000 tested, 0.01% active | Recombinant CDK5/p35, ADP-Glo luminescence, 60 min;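 active = highest replicate inhibition of at least 50% and at least 75% of replicates reaching 50%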;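 note: plate controls were DMSO neutral control for no effect and GW8510 at 10 µM for full effect; many of its hits are not listed in these tables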
PvdQ acylase: P. aeruginosa PvdQ acylase inhibitors, primary screen, biochemical, fluorescence, plate reader and imaging, single point | PvdQ acylase [Pseudomonas aeruginosa LESB58] | purified PvdQ acylase | inhibition, % at 10 µM | 340,000 tested, 0.063% active; in the data active = inhibition above about 30%, passing the limit was not always enough;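 note: 0% = vehicle neutral wells and 100% = reference inhibitor wells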
MITF act: activators of MITF-driven TRPM1 promoter reporter, primary screen, cell-based, SK-MEL-5, luciferase, single point. SK-MEL-5 TRPM1-promoter luciferase, 24 h; % of positive control, neutral wells = 0. activation, % at 12.5 µM. 300,000 tested, 0.75% active;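 active = mean activation of at least 80% with every replicate also reaching 80%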;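 note: 0% = neutral control wells and 100% = parthenolide positive control wells; values of inactives mirror those of a sister screen read the other way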
Rtt109 Vps75: inhibitors of C. albicans Rtt109/Vps75 HAT, primary screen, biochemical, ThioGlo CoA-SH fluorescence, plate reader | purified Rtt109/Vps75, 4 h | 330,000 tested, 0.16% active | inhibition, % at 34.9 µM | AID 540336, 2011 | Histone acetyltransferase RTT109 (Candida albicans (strain SC5314 / ATCC MYA-2876)), …;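 active = inhibition of at least 50% in every replicate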
Target sequence (Q5AAJ8 whole entry, looked up): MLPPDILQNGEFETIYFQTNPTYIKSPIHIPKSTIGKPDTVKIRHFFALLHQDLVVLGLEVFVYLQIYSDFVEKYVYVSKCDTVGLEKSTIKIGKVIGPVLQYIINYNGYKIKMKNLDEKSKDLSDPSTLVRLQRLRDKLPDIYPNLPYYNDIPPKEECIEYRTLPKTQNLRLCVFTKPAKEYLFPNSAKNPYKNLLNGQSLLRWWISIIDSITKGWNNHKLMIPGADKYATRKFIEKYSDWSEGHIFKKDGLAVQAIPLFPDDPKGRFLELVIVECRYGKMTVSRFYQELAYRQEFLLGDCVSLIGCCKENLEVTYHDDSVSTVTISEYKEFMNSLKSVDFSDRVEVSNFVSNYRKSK
HTR5A ag: HTR5A agonists in luminescence cell assay, primary screen, counter-screen for OPRM1-OPRD1 heterodimer agonist project, full-deck HTS | 5-hydroxytryptamine receptor 5A (Homo sapiens), P47898 | cell-based | activation, % at 9.3 µM | 340,000 tested, 0.61% active | AID 504692, 2011; in the data active = activation mostly above about 9.5%, no sharp cut-off; inactive = mostly below about 7.6%;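 note: 0% = cells with vehicle only and 100% = reference agonist; strong numbers were not always called active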
SR-BI HDL uptake: inhibitors of SR-BI mediated HDL lipid uptake, primary screen, ldlA[mSR-BI] cells, fluorescence, single point | AID 488896, 2010 | 320,000 tested, 0.96% active | inhibition, % at 12.5 µM | ldlA[mSR-BI] CHO cells, DiI-HDL uptake fluorescence, 3 h | Scavenger receptor class B member 1 (Mus musculus), Q61009;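 active = mean replicate inhibition of at least 70% and a set share of replicates each scoring 70 or more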;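 note: 0% = median of neutral control wells and 100% = median of positive control wells; values of inactives mirror those of a sister screen read the other way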
Target sequence (Q61009 whole entry, looked up): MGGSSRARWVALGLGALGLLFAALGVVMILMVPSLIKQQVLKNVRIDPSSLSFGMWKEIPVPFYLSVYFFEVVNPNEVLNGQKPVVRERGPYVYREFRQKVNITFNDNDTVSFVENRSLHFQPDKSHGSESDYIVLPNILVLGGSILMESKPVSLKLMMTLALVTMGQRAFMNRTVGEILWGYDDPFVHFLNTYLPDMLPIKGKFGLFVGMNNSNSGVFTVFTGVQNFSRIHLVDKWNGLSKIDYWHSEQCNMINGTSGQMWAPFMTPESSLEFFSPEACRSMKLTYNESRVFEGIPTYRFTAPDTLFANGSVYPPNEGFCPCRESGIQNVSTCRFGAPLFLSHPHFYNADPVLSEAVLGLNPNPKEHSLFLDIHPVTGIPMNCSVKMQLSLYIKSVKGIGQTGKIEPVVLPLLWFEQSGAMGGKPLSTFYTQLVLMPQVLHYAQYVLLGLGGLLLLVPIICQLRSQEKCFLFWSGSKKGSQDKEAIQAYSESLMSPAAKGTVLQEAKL
Numbers without * were called inactive; nt = no result given. The order is random. About 4.4% of those tested had a hit in this group.

molecule | Wnt act | dFosB act | SR-BI DiI-HDL act | SR-BI HDL uptake | HTR5A ag | CDK5 p35 inh | MITF act | cardiac RTF act | Rtt109 Vps75 | PvdQ acylase
CNC(=O)c1ccccc1NC(=O)C1CC(=O)N(c2ccc(OC)cc2)C1 (configuration not stated) | 0 | -8 | 14 | -14 | 2 | -0.1 | -5 | 0 | 5 | -11
CCOC(=O)C1(Cc2cccc(F)c2)CCN(C(=O)Cc2cccnc2)CC1 | -1 | -6 | -8 | 8 | -6 | 1.4 | -4 | -4 | 24 | 7
Cc1cccc([N+](=O)[O-])c1NC(=O)CSc1nnc2ccccn12 | 1 | 2 | 1 | -1 | 2 | -0.2 | 0 | 1 | 3 | 5
Cc1ccc(CN2CCC(n3nccc3NC(=O)C3CCOC3)CC2)cc1C (configuration not stated) | 1 | -8 | 14 | -14 | -3 | 0.1 | -3 | 1 | -3 | -10
CCOc1ccc(/C=C(\C#N)C(=O)NCC2CCCO2)cc1OCC (configuration not stated) | -1 | -10 | -9 | 9 | -2 | -1.0 | 8 | -1 | 7 | -3
CCc1cccc(NC(=O)CCC(=O)N2CCSc3ccccc32)c1 | -4 | 0 | 16 | -16 | -1 | 0.7 | -1 | 6 | -6 | -6
O=C(OCc1cccc(F)c1)c1ccc2c(=O)n3c(nc2c1)CCC3 | 8 | -21 | nt | nt | -2 | 0.7 | 3 | 1 | 28 | 8
O=C(NC(=O)N1CCCCCC1)c1ccccc1 | 0 | -6 | 16 | -16 | 1 | 0.3 | 2 | 2 | 5 | 5
C[C@@H]1NC(=O)N[C@@H]1CCCCCC(=O)O | -3 | 4 | -1 | 1 | 4 | 0.4 | 10 | 1 | -4 | -14
Cc1ccccc1NC(=S)NC1CCCC1 | 2 | -1 | -24 | 24 | -2 | 1.5 | 1 | -7 | -6 | -3
CCN(C[C@H]1N[C@@](CC)(C(=O)OC)[C@H]2C(=O)N(Cc3ccccc3)C(=O)[C@@H]12)S(=O)(=O)c1ccc(F)cc1 | 0 | -10 | 10 | -10 | -1 | -0.5 | 8 | 6 | -1 | -17
O=C(CSc1ncccn1)Nc1ccc(N2CCOCC2)cc1 | nt | 1 | 39 | -39 | 1 | -0.5 | 3 | -1 | -3 | -14
Cc1ccc2c(c1)C1CC(C)(O2)N(c2cccc(C(=O)NC3CCN(Cc4ccccc4)CC3)c2)C(=O)N1 (configuration not stated) | -1 | 0 | -9 | 9 | -3 | -0.7 | 16 | -3 | 17 | -1
Cc1ccccc1C(=O)Oc1cccc(Nc2ncnc3ccccc23)c1 | nt | -5 | -6 | 6 | 8 | -0.4 | -9 | 3 | 1 | 3
Cc1cc(C)n(-c2nnc(N3CCN(c4ccc(F)cc4)CC3)nn2)n1 | -1 | 3 | -29 | 29 | 0 | 0.6 | -19 | 2 | nt | 0
Cc1nc2ccccc2c2oc(C(=O)N3CCC(N4CCCCC4)CC3)cc12 | nt | -13 | 6 | -6 | 4 | 0.9 | nt | 7 | 7 | 1
COc1ccc(NC(=O)CSc2nc(C)cs2)c([N+](=O)[O-])c1 | 46* | -1 | -9 | 9 | 1 | -1.2 | 21 | 4 | -35 | -15
COc1ccc(CCC(=O)NCc2ccccc2Cl)cc1OC | -2 | -3 | -12 | 12 | -3 | -0.6 | -10 | -2 | -2 | 11
O=C1CCSc2ccc(Cl)cc2N1Cc1ccccc1 | -2 | 2 | -7 | 7 | 3 | 0.1 | nt | 4 | -4 | -12
CCn1cc(CNc2nc3nonc3nc2N2CCCCC2)cn1 | -1 | 2 | 7 | -7 | 3 | -5.0 | -2 | 4 | 2 | -11
COc1ccc(/C=C/C(=O)c2ccc(Cl)s2)cc1O | nt | -9 | 17 | -17 | 12 | 1.9 | nt | 6 | -2 | -12
Cc1ccc(NC(=O)CCCCCNS(=O)(=O)c2ccc(C)cc2)cc1 | -7 | -3 | -12 | 12 | 6 | 1.5 | -1 | 5 | -3 | 1
O=C(NC1CC2CCCC(C1)N2C(=O)NCc1ccccc1)C1CC1 (configuration not stated) | nt | -5 | 15 | -15 | -3 | -1.1 | nt | 4 | 7 | -8
O=[N+]([O-])c1ccc2nc(C3CCCCC3)[nH]c2c1 | 9 | -5 | 12 | -12 | 1 | 1.0 | nt | -2 | -7 | -5
Cc1cc2c(c(=O)n1CCN(C)C)C(c1ccccc1Br)C(C#N)=C(N)O2 (configuration not stated) | nt | -1 | 25 | -25 | 8 | -2.7 | 8 | 1 | 1 | -9
CCOC(=O)c1c(NC(=O)Cn2cnc([N+](=O)[O-])n2)sc(C)c1C | -1 | -1 | -52 | 52 | 6 | 0.4 | -17 | 4 | 9 | 2
CC(=Nc1cc(C(=O)c2ccccc2)ccc1N)C1=C(O)CC(C)(C)CC1=O | 10 | -11 | 0 | 0 | 0 | -0.2 | 31 | 1 | -6 | -3
O=C1C(=Cc2ccco2)C(=O)c2ccccc21 | nt | -13 | -5 | 5 | -1 | -0.1 | 4 | -3 | 6 | -10
CCC(C)NC(=O)CNS(=O)(=O)c1ccc(C)cc1 (configuration not stated) | -3 | -3 | 24 | -24 | 2 | 0.3 | -1 | -5 | -3 | -16
COc1cc(/C=C/C(=O)OCC(=O)NCCc2ccccc2)cc(OC)c1OC | 41* | -8 | -21 | 21 | 3 | -4.5 | 2 | 12 | 1 | -24
O=C(NCCc1ccc(Cl)cc1)C1CCN(S(=O)(=O)N2CCCC2)CC1 | nt | -6 | -11 | 11 | -3 | 0.2 | -17 | 8 | nt | -1
COc1ccccc1C(=O)NNC(=O)C(=O)N1CCCCC1 | -1 | 1 | 15 | -15 | -3 | -0.5 | -15 | -6 | -2 | -3
CCCCc1nnc(NC(=O)C=C(C)C)s1 | 2 | -7 | 15 | -15 | -1 | -1.8 | nt | 10 | -2 | -5
CCn1cc(C(=O)O)c(=O)c2cc(F)c(N3CCN(C(=O)Nc4ccccc4)CC3)cc21 | nt | -6 | -34 | 34 | 6 | -1.2 | -5 | 6 | -14 | -1
COCCCNC(=O)c1cccn2c(=O)c3cc4ccccc4cc3nc12 | nt | -44 | -5 | 5 | 6 | 4.0 | 11 | 10 | 4 | -7
COc1ccc(C2=Nn3c([n+](C)c4ccccc43)SC2)cc1 | 2 | -18 | 35 | -35 | 5 | 1.2 | -54 | 2 | 1 | -9
Cc1cc(O)c(/C=N/OCc2ccc(Cl)cc2Cl)c(=O)o1 | -11 | 0 | 11 | -11 | -1 | -0.2 | -2 | 0 | 0 | 4
COc1cccc(NC(=O)c2nn(C34CC5CC(CC(C5)C3)C4)cc2[N+](=O)[O-])c1 | nt | -3 | -37 | 37 | 6 | -2.4 | 4 | 4 | -2 | -5
COc1cccc(OCC(=O)NC2CCCCC2)c1 | 13 | -3 | -10 | 10 | 5 | -0.3 | 23 | -5 | nt | -12
COc1ccc2nc(NC(=O)C3CCCN3S(=O)(=O)c3ccc(C)cc3)sc2c1 (configuration not stated) | -2 | 5 | -36 | 36 | 1 | -4.6 | nt | 1 | 4 | -18
CSCCC(NS(=O)(=O)c1cc(C(=O)O)ccc1Cl)C(=O)O (configuration not stated) | -1 | 6 | 22 | -22 | -2 | 2.4 | -5 | 3 | 20 | 1
COC(=O)CCC(=O)OC1(C)C(=O)C=C2C=C(C3CC3)N(C3CC3)C=C2C1=O (configuration not stated) | -1 | 5 | 12 | -12 | 8 | 0.2 | -2 | 5 | 12 | 2
O=C(O)c1ccc(SCc2cnc(Cl)s2)cc1 | 1 | 5 | 3 | -3 | 0 | -2.3 | nt | 1 | 11 | 3
CCOc1ccc2oc(C(=O)OCC(=O)NC(=O)NC)c(C)c2c1 | 4 | -7 | nt | nt | 1 | 0.2 | 11 | 0 | -9 | -9
O=C(CN(C(=O)CCC(=O)Nc1nccs1)c1ccc(F)cc1)NCc1ccc(F)cc1 | 0 | 2 | nt | nt | 3 | -4.8 | nt | 5 | -25 | -5
Cc1ccccc1NC(=S)NC1(C)CCS(=O)(=O)C1 (configuration not stated) | 0 | -5 | 12 | -12 | 0 | -0.7 | 9 | -2 | -1 | -19
CC(=O)c1ccc(NC(=S)N2CCCC2)cc1 | 2 | -2 | 21 | -21 | 8 | -0.3 | 12 | -2 | 2 | 0
CN(C)c1ccc(NC(=O)CSc2n[nH]c(-c3ccncc3)n2)cc1 | -1 | 3 | 9 | -9 | -1 | -0.7 | -2 | -3 | 12 | 12
CCOCC(=O)Nc1cc(C(=O)Nc2cccc(C)c2C)ccc1Cl | 2 | 1 | -17 | 17 | 6 | 4.1 | 13 | 1 | 1 | 5
Cc1cccc(NS(=O)(=O)c2ccc(C)c(C(=O)NCc3ccncc3)c2)c1 | -1 | -8 | 6 | -6 | 8 | -0.6 | 0 | -9 | 1 | 12

Next section.
molecule | Wnt act | dFosB act | SR-BI DiI-HDL act | SR-BI HDL uptake | HTR5A ag | CDK5 p35 inh | MITF act | cardiac RTF act | Rtt109 Vps75 | PvdQ acylase
COc1ccc(S(=O)(=O)Nc2cccc(-n3cnnn3)c2)cc1OC | -1 | -2 | -1 | 1 | -1 | 1.5 | -3 | 0 | 1 | -15
COC(=O)CNC(c1ccccc1Cl)c1cc(Br)ccc1NC(=O)CCN1CCOCC1 (configuration not stated) | nt | -7 | 7 | -7 | 4 | 0.3 | -1 | 2 | 4 | -9
Cc1cc(C)cc(NC(=O)CCCn2nc(C)c3c(C)n(-c4ccccc4)nc3c2=O)c1 | 4 | -16 | 15 | -15 | -2 | 1.2 | -9 | 1 | 4 | -2
CC1(C)NC(=O)N(CC(O)Cn2c3ccccc3c3ccccc32)C1=O (configuration not stated) | 2 | -6 | 1 | -1 | 5 | 0.8 | -1 | -1 | 22 | 13
COC(=O)c1sc(-c2ccccc2)cc1NC(=O)C1CC1 | -1 | -20 | -20 | 20 | 0 | -1.9 | 2 | -1 | -3 | -7
Cc1c(C(c2ccc(F)cc2)c2c(C)n(C)n(-c3ccccc3)c2=O)c(=O)n(-c2ccccc2)n1C | 7 | -13 | 7 | -7 | 1 | 1.6 | nt | -3 | 0 | -12
